LYPLA1 counter: LYPLA1 inhibitors, primary screen, counter-screen for PME1 inhibitor project, biochemical, fluorescence polarization, FP-Rh probe ABPP. inhibition, % at 5.9 µM. 320,000 tested, 0.16% active. recombinant LYPLA1. AID 2174, 2009;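 active = inhibition above the mean of all tested compounds plus 3 SD, set per campaign, cut at about 14% in these data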;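 also: inhibitors block serine hydrolase probe labeling of LYPLA1 so polarization falls; 0% = enzyme with DMSO and 100% = wells lacking LYPLA1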
Target sequence (O75608 whole entry, looked up): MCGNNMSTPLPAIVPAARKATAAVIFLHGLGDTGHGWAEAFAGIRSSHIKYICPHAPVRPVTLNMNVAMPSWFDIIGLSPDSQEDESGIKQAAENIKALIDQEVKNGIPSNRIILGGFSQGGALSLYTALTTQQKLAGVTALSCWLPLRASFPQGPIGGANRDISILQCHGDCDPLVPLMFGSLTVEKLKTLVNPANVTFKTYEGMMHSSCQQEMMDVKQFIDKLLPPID
PAFAH1B2 FP inh: PAFAH1B2 enzyme inhibitors, primary screen, biochemical, fluorescence polarization, human | AID 492953, 2010 | 340,000 tested, 1.2% active | inhibition, % at 3.39 µM | recombinant PAFAH1B2, FP-rhodamine activity probe;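 active = inhibition above the mean of all tested compounds plus 3 SD, cut at about 24% in these data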;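 also: 0% = enzyme with DMSO and 100% = wells lacking PAFAH1B2; many of its hits are not listed in these tables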
Target sequence (P68402 whole entry, looked up): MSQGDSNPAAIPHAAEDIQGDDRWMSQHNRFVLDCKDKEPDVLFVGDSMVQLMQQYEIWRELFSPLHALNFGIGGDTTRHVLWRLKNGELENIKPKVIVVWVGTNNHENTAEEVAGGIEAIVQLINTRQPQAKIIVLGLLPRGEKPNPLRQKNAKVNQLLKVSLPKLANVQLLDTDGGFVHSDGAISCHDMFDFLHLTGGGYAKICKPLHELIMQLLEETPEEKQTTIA
pPAFAH inh: pPAFAH enzyme inhibitors, primary screen, biochemical, fluorescence polarization, human; Platelet-activating factor acetylhydrolase (Homo sapiens), Q13093; recombinant pPAFAH, FP-rhodamine probe fluorescence polarization; inhibition, % at 3.39 µM; 330,000 tested, 1.5% active;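 active = inhibition above the mean inhibition across the screen plus 3 SD, cut at about 25% in these data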;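 also: inhibitors block binding of the rhodamine activity-based probe so polarization drops; 0% = enzyme with DMSO and 100% = wells lacking pPAFAH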
PREPL inhibitor: PREPL enzyme inhibitors, primary screen, biochemical, fluorescence polarization; recombinant PREPL, fluorescence polarization activity-based probe; AID 2751, 2010; Prolyl endopeptidase-like (Homo sapiens), Q4J6C6; 320,000 tested, 0.68% active; inhibition, % at 5.96 µM; in the data active = inhibition above about 43%;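 also: 0% = enzyme with DMSO and 100% = wells lacking enzyme; many of its hits are not listed in these tables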
LYPLA2 inh: LYPLA2 inhibitors, primary screen, counter-screen for PME1 inhibitor project, biochemical, fluorescence polarization, FP-Rh probe ABPP. Acyl-protein thioesterase 2 (Homo sapiens), O95372. recombinant LYPLA2. inhibition, % at 5.9 µM. 320,000 tested, 0.38% active. AID 2177, 2009;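 active = inhibition above the screen-wide mean plus 3 SD, limit set per campaign, cut at about 26% in these data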;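 also: 0% = LYPLA2 with DMSO and 100% = wells lacking LYPLA2 enzyme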
Target sequence (O95372 whole entry, looked up): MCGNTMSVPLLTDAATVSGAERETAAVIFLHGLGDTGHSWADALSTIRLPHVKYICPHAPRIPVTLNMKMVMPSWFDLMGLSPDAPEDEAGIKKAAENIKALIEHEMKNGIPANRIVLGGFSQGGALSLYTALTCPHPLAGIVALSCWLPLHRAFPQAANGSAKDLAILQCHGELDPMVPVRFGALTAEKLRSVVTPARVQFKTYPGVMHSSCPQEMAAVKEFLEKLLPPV
ZTA counter: counter-screen for EBNA-1 inhibitors: inhibitors of Epstein-Barr virus ZTA. P03206. AID 2234. 320,000 tested, 0.15% active. inhibition, % at 11 µM. ZTA-DNA binding, fluorescence polarization; in the data active = inhibition above about 33%
Target sequence (P03206 whole entry, looked up): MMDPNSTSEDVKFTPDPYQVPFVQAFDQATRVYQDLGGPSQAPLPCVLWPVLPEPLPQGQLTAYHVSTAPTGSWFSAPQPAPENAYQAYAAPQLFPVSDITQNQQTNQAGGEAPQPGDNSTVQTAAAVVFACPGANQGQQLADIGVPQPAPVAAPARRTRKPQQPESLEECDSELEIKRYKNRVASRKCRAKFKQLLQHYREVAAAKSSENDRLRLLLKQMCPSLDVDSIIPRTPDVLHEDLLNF
PAFAH2 inh: PAFAH2 enzyme inhibitors, primary screen, biochemical, fluorescence polarization, human; Platelet-activating factor acetylhydrolase 2, cytoplasmic (Homo sapiens), Q99487; recombinant PAFAH2, FP-rhodamine activity probe; inhibition, % at 3.39 µM; 340,000 tested, 0.99% active; AID 492956, 2010;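 active = inhibition above the mean over all tested compounds plus 3 SD, cut at about 30% in these data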;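 also: inhibitors block probe labeling of enzyme so polarization drops; 0% = enzyme with DMSO and 100% = wells lacking PAFAH2 protein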
EBNA-1 inhibitor: EBNA-1 DNA-binding inhibitors, primary screen, biochemical, fluorescence polarization. 300,000 tested, 0.34% active. inhibition, % at 14.8 µM; in the data active = inhibition above about 28%
PAFAH1B3 FP inh: PAFAH1B3 enzyme inhibitors, primary screen, biochemical, fluorescence polarization, human; recombinant PAFAH1B3, FP-rhodamine probe; 340,000 tested, 0.28% active; Platelet-activating factor acetylhydrolase IB subunit alpha1 (Homo sapiens), Q15102; inhibition, % at 3.39 µM;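 active = inhibition above the screen-wide average of all tested compounds plus 3 SD, cut at about 25% in these data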;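 also: 0% = enzyme with DMSO only and 100% = wells lacking PAFAH1B3 protein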
* = called active by the depositor; / = not tested or not shown. An excerpt. The share of hits here may be higher or lower than overall.

SMILES | LYPLA1 counter | PAFAH1B2 FP inh | pPAFAH inh | PREPL inhibitor | LYPLA2 inh | ZTA counter | PAFAH2 inh | EBNA-1 inhibitor | PAFAH1B3 FP inh
Cc1nc(N2CCN(S(=O)(=O)c3cccc4nonc34)CC2)c2c3c(sc2n1)CCCC3 | -1 | -4 | 8 | 8 | 3 | -19 | -2 | -9 | 3
O=C(CCS(=O)(=O)c1ccccc1)Nc1nc2c(s1)COc1ccccc1-2 | -2 | 6 | 3 | 0 | 0 | -3 | 5 | 5 | 1
CCC(=O)Nc1nnc(S(=O)(=O)N2CCc3ccccc32)s1 | 0 | 10 | 1 | 11 | -1 | -9 | 10 | 5 | 3
Cc1ccc(-c2[nH]nc3c2C(C)C(C#N)=C(N)O3)cc1 (centres undefined) | 0 | 2 | -2 | -4 | -4 | -8 | -3 | -6 | 5
O=C(O)COc1ccc(-c2nnn(Cc3ccccc3F)n2)cc1 | 1 | 9 | 3 | -5 | 0 | -9 | 4 | -8 | 8
CCN(CC(=O)Nc1c(F)cccc1F)C(=O)C1CCN(C(=O)Nc2ccccc2)CC1 | -2 | -6 | -5 | 12 | 1 | 1 | -7 | / | 5
O=C1C(=O)N(c2ccc(O)cc2)C(c2ccccc2[N+](=O)[O-])/C1=C(\O)c1ccccc1 (centres undefined) | 3 | 9 | -1 | 4 | -4 | -3 | -6 | -1 | 5
O=C(CN1CCN(S(=O)(=O)c2ccccc2)CC1)NC1CC1 | 8 | 6 | -3 | 2 | 1 | -10 | -9 | 2 | 3
O=[N+]([O-])c1ccccc1S(=O)(=O)N1CCN(c2ccccc2)CC1 | 5 | 6 | 1 | 3 | 12 | 20 | -4 | 5 | 4
Cc1ccccc1NC(=O)NCCCN1CCN(C)CC1 | 0 | 4 | -2 | -2 | 4 | -12 | -2 | -11 | 11
Cc1cccc(C)c1OCC(=O)Nc1ccc2c(c1)OCCO2 | 3 | 4 | 7 | 13 | 5 | -11 | 1 | -4 | 4
Cn1ccnc1SCC(=O)N1CCN(S(=O)(=O)c2ccccc2)CC1 | 6 | 3 | -1 | 1 | 4 | -24 | 12 | -7 | 6
C=CC[C@H](CC(=O)NCCO)C(=O)NCCOC(=O)[C@@H](CC=C)Cc1ccc(F)cc1 | / | 4 | 4 | 5 | / | / | 7 | / | 9
Cc1ccc(S(=O)(=O)c2nc(-c3ccco3)oc2SC(C)C)cc1 | -4 | 2 | 18 | -1 | -3 | -17 | 2 | 6 | 0
CN(C(=O)CSc1ncnc2sccc12)C1CCS(=O)(=O)C1 (centres undefined) | -2 | 2 | 8 | 6 | 3 | -32 | 5 | / | -1
COC(=O)c1c(N2C(=O)Nc3ccccc3N2O)sc(C)c1C | 0 | -3 | 8 | 8 | 3 | 2 | -1 | 10 | 9
c1ccc(Nc2nc(-c3ccccc3)nc3ccccc23)cc1 | -16 | -6 | -7 | 0 | -20 | 15 | -9 | -9 | 11
Cc1cc(=O)n2c3c(sc2n1)C(=O)N(Cc1ccccc1)C3=O | 3 | / | 0 | 3 | 0 | -10 | / | 8 | /
Cc1cccc(NC(=O)COc2ccc(-c3nn(C)c(=O)c4ccccc34)cc2)c1 | 0 | 1 | -4 | -31 | 4 | -4 | -2 | -4 | -1
Cc1cc(C)c([N+](=O)[O-])cc1-c1ccc(/C=N/c2c(-c3ccco3)nc3ccccn23)o1 | 4 | 5 | 32* | 17 | 3 | 3 | 17 | -2 | 8
Cc1nc(-c2ccc(S(=O)(=O)Nc3ccc(Br)cc3Cl)s2)cs1 | 4 | 6 | 20 | 4 | 2 | 0 | 13 | -1 | -3
Cc1csc(NC(=O)c2cccnc2Cl)n1 | -4 | 1 | 3 | 2 | -4 | 3 | 13 | 2 | 3
CCC(=O)Nc1cccc(NC(=S)NC(=O)c2ccccc2)c1 | -3 | 3 | -1 | -1 | 5 | -4 | 2 | 1 | 13
O=C(NCCCn1ccnc1)c1cc(S(=O)(=O)N2CCOCC2)c(Cl)cc1Cl | -1 | 5 | -4 | 9 | 4 | 16 | 0 | -5 | 0
Cc1cccc(N2CCN(C(=O)c3ccc(NC(=O)CC4SC(N5CCCC5)=NC4=O)cc3)CC2)c1C (centres undefined) | / | 5 | 14 | 10 | / | / | 10 | / | 1
COc1ccc(S(=O)(=O)NCC(c2ccco2)N2CCc3ccccc3C2)cc1 (centres undefined) | 4 | -1 | -1 | 5 | 2 | -21 | 2 | -10 | 4
CCNC(=O)CSc1nnc(C2CC2)n1-c1ccccc1 | -4 | 0 | 1 | -1 | -1 | 7 | 2 | 4 | 7
COc1ccc(CCNC(=O)Nc2ccc([N+](=O)[O-])cc2)cc1OC | -2 | -2 | 3 | -3 | 5 | -26 | 6 | 0 | 10
O=C(CSC(=O)c1ccccc1)Nc1ccccc1F | / | -4 | 3 | 8 | / | / | 4 | / | 10
CC1SC(=NC(=O)C(C)N2C(=O)c3ccccc3C2=O)NC1=O (centres undefined) | -6 | -1 | 3 | 1 | -8 | 1 | 0 | -1 | 6
Cc1ccc(-n2cc(CNCCN3CCOC3=O)c(-c3cccc(C)c3)n2)cc1 | 2 | -1 | 4 | -5 | 0 | 17 | -10 | -1 | 4
COc1ccc(C2c3c(ncn(CCCN4CCOCC4)c3=N)Oc3ccc4ccccc4c32)cc1OC (centres undefined) | -7 | -1 | 0 | 24 | -9 | -17 | -1 | -14 | 7
O=C1CN(C(=O)COc2ccc(Br)cc2)c2ccccc2N1 | 3 | 10 | 5 | -7 | 4 | -1 | -1 | 10 | 0
CCN(CC)CCCn1c(=S)[nH]c2cc(OC)c(OC)cc2c1=O | 5 | 3 | 4 | 22 | -2 | -21 | -9 | -5 | -1
Cc1ccc(NC(=O)c2ccc([N+](=O)[O-])s2)cc1S(=O)(=O)N1CCOCC1 | / | 9 | 7 | 16 | / | / | 1 | / | 8
CCOC(=O)CC1=CC(C)(CC(=O)OCC)C(C#N)(C#N)C(N)=C1C#N (centres undefined) | -1 | 3 | 4 | 0 | -2 | 8 | -4 | 8 | 9
O=C(COC(=O)COc1ccccc1Cl)Nc1ccccc1OC(F)F | 0 | -1 | 7 | 11 | -3 | 7 | -6 | -14 | 10
Cc1nn2c(=O)cc(COC(=O)c3ccc(S(=O)(=O)N4CCCCC4)cc3)nc2s1 | 1 | 5 | 7 | 3 | 8 | 11 | 4 | 8 | -5
Cc1ccc(C)c2c1cc(C)c1nnc(SCc3ccccn3)n12 | -5 | 5 | 0 | 12 | -4 | -2 | 2 | 8 | 0
CN(C)c1ccc(N=Nc2ccc(S(=O)(=O)O)cc2)c2ccccc12 | 1 | 3 | 30* | 11 | -3 | 16 | 13 | -4 | 4

The last two compounds of the part before lead into the next:
SMILES | LYPLA1 counter | PAFAH1B2 FP inh | pPAFAH inh | PREPL inhibitor | LYPLA2 inh | ZTA counter | PAFAH2 inh | EBNA-1 inhibitor | PAFAH1B3 FP inh
Cc1ccc(C)c2c1cc(C)c1nnc(SCc3ccccn3)n12 | -5 | 5 | 0 | 12 | -4 | -2 | 2 | 8 | 0
CN(C)c1ccc(N=Nc2ccc(S(=O)(=O)O)cc2)c2ccccc12 | 1 | 3 | 30* | 11 | -3 | 16 | 13 | -4 | 4
O=C(CSc1nnc(-c2ccccc2F)o1)NC1CC1 | / | 5 | -1 | 13 | / | / | 6 | / | 18
C=CCC(C#Cc1ccc(C)cc1)N(CC)CC (centres undefined) | 1 | 4 | 0 | -4 | 8 | -19 | 3 | -10 | 0
O=C(Nc1ccc(F)cc1F)c1ccccc1NC(=O)C1CC=CCC1C(=O)O (centres undefined) | 1 | -1 | 2 | 8 | -1 | -4 | 0 | 3 | -1
CCCn1nnnc1COc1ccc(C(N)=O)cc1 | 3 | 5 | 3 | 3 | 0 | -3 | 3 | 0 | 0
Cc1cc(C(=O)N[C@H](c2ccccc2)[C@@]2(C)C[C@@H]2[C@@H](C)C(=O)Nc2ccc3ccccc3c2)no1 | -10 | 2 | 1 | -2 | -19 | -1 | -8 | -3 | -2
COCc1nc2ccccc2n1CCCOc1ccccc1 | 0 | -2 | 8 | -14 | 3 | -3 | -5 | 3 | 8
COC(=O)CSc1ncnc2scc(-c3ccccc3)c12 | -1 | -2 | 14 | 19 | 2 | -5 | 6 | -6 | 10
CCOC(=O)CN1C2=NCCN2c2ccccc21 | 3 | -5 | 4 | 0 | -2 | -3 | -9 | -3 | 6
O=C(O)C1CC=CCC1C(=O)N1CC=C(c2ccccc2)CC1 (centres undefined) | 2 | 4 | 2 | 17 | 8 | -21 | 2 | -3 | 7
O=C(O)COCC(=O)Nc1ccc2c(c1)ncn2CCc1ccccc1 | -11 | 0 | 4 | 3 | 1 | -8 | -5 | 4 | 4
Cc1ccc(-n2[nH]c(C)c(/C=N/NC(=O)c3ccc([N+](=O)[O-])cc3)c2=O)c(C)c1 | -2 | / | 5 | 3 | 2 | 5 | / | -17 | /
CN(c1cccc(NC(=O)CN(c2cccc(Cl)c2)S(=O)(=O)c2ccccc2)c1)S(C)(=O)=O | -8 | -5 | 2 | -8 | -7 | -4 | -1 | -3 | 1
COc1ccc(/C=C2/SC(=S)N(CCCC(=O)N3CCN(C)CC3)C2=O)cc1 | 5 | -2 | -3 | 19 | 1 | -4 | 0 | -6 | 0
Cc1sc2ncn(CC(=O)N3CCN(c4ccccc4F)CC3)c(=O)c2c1S(=O)(=O)N1CCOCC1 | 0 | 4 | 0 | 12 | -4 | 3 | 4 | 0 | 1
CCCc1cc(=O)[nH]c(=S)[nH]1 | 1 | 0 | 1 | -8 | 2 | -24 | 0 | -10 | 12
CC(C)OP(=O)(OC(C)C)C(Nc1ccccc1)c1cccc2c1OCO2 (centres undefined) | 2 | -2 | 7 | 1 | 0 | 0 | 4 | 2 | 7
COCCNC(=O)CN(C(=O)CCC(=O)Nc1cc(C)on1)c1cccc(C)c1C | 0 | 6 | 4 | 15 | 0 | 4 | -4 | -7 | 9
NC(=O)c1cccnc1Oc1ccc(Cl)cc1 | 0 | 4 | 0 | -2 | 2 | 5 | 4 | 2 | -1
Cc1ccc(C)c(COC(=O)c2cc([N+](=O)[O-])ccc2N2CCOCC2)c1 | 1 | 5 | 3 | 27 | 1 | 11 | 4 | -10 | 2
Cc1ccc(OCc2ccc(C(=O)Nc3nccs3)o2)cc1 | -3 | 5 | 0 | -6 | 3 | 1 | -3 | 11 | 3
CSc1nc2nccc(-c3ccc(Cl)cc3)n2n1 | -1 | 5 | -1 | 1 | 4 | -3 | -6 | 0 | 5
O=C(OCc1cc2ccccc2[nH]c1=O)c1ccco1 | -1 | 0 | 2 | 0 | 1 | -8 | 1 | -4 | 3
COc1ccc(S(=O)(=O)N2CCCC(C(=O)NC3CC3)C2)cc1OC (centres undefined) | 2 | -1 | 2 | -2 | 0 | 3 | -3 | 3 | 11
COc1ccccc1NC(=O)Cc1nnc(SCC(=O)c2ccccc2)n1C | 2 | 10 | 4 | -2 | 2 | 1 | -12 | -11 | 7
CCCCn1c(N)c(N(CC(C)C)C(=O)C2CC(=O)N(c3ccc(CC)cc3)C2)c(=O)[nH]c1=O (centres undefined) | 1 | -1 | 3 | 9 | 10 | -21 | 0 | -1 | 13

From PubChem BioAssay
